VP16 counter = VP16 counterscreen qHTS for inhibitors of ROR gamma transcriptional activity. Drosophila S2 Gal4-VP16 UAS-luciferase, luminescence, 20 h. Potency, µM (highest dose often 53.6 µM), for inactives: at the top dose activity, negative = inhibition, actives largely listed as inhibitors. actives 3.5% (n = 310,000). AID 2546, 2010;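 further: Gal4-VP16 expression switched on by copper sulfate through the metallothionein promoter; on the % scale 0 is the no-effect control and ±100 the full control effect; nearly all actives have a fitted effect of over 50% in size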
p53 reactivator = qHTS assay for re-activators of p53 using a Luc reporter. Potency, µM (highest dose often 92.2 µM), for the others: top-dose activity change, positive = activation, hits mostly activators. H1299 p53-A138V BP100-luciferase reporter, luminescence, 24 h. actives 0.063% (n = 320,000); further: % of control where 0% means no effect; nearly all actives have a fitted effect of over 45% in size
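p53-null H1299 cells stably carrying temperature-sensitive p53-A138V and a BP100-luciferase reporter were pinned with compounds (4-point, 1:5 series) and held 24 hrs at 37 deg C. Luminescence was read 10 min after detection reagent.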
ELG1 genotoxic = qHTS screen for small molecules that induce genotoxicity in human embryonic kidney (HEK293T) cells expressing luciferase-tagged ELG1; Potency, µM (series often up to 46 µM), for the others: top-dose activity change, positive = activation, most hits filed as activators; AID 504466, 2011; actives 1.3% (n = 330,000); HEK293T ELG1-luciferase reporter, luminescence, 16 h; further: % of control where 0% means no effect; nearly all actives have a fitted effect of over 60% in size
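DMSO vehicle served as control against compound-treated ELG1-luciferase HEK293T cells; exposure lasted 16 hr at 37 °C and 5% CO2, followed by ONE-Glo luminescence detection after 30 min.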
BRCA1 expr act = qHTS Assay to Identify Small Molecule Activators of BRCA1 Expression; MCF7-BRCA1-FFLuc reporter, luminescence, 48 h; response scale: scaled: vehicle 0%, 10 µM genistein 100%; Potency, µM (doses to about 46.1 µM), for inactives: top-dose activation, actives largely listed as activators; actives 1.1% (n = 380,000); further: nearly all actives have a fitted effect of over 80% in size; some results filed as inactive show a strong effect at the top dose
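MCF7-BRCA1-FFLuc, 2000 cells/well; 2 h attach, 37 °C/5% CO2; compound 48 h; luciferase substrate 15 min; luminescence end-point. Norm. to genistein 10 microM max activation and DMSO; concentration-response curves fitted.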
RORg inh = qHTS for inhibitors of ROR gamma transcriptional activity; Potency, µM (titrated, usually from 53.6 µM), inactives show top-dose activity change, negative = inhibition, most hits filed as inhibitors; Drosophila S2 Gal4-RORgamma UAS-luciferase reporter, 20 h; actives 5.4% (n = 310,000); further: on the % scale 0 is the no-effect control and ±100 the full control effect; nearly all actives have a fitted effect of over 60% in size
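A Gal4/UAS one-hybrid system in insect cells: metallothionein-promoter Gal4–ROR gamma fusion plus Photinus luciferase reporter. Copper sulfate 700 uM final, 20 hr ambient incubation, luminescent detection after 10 min with reagent.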
FLuc modulator = qHTS profiling assay for firefly luciferase inhibitor/activator using purifed enzyme and Km concentrations of substrates (counterscreen for miR-21 project). Luciferin 4-monooxygenase (Photinus pyralis), P08659. purified FLuc, Km substrates, luminescence inhibition. Potency, µM (titrated, usually from 57.5 µM), for the others: top-dose activity change, negative = inhibition, hits mostly inhibitors. actives 6.9% (n = 360,000). AID 588342, 2011;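 further: plate controls were vehicle for no effect and reference inhibitor for full effect; nearly all actives have a fitted effect of over 55% in size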
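Purified P. pyralis luciferase, 10 nM final, with Km-level 10 uM D-luciferin and 10 uM ATP in 50 mM Tris acetate pH 7.5, 10 mM Mg acetate, 0.01% Tween-20, 0.05% BSA; 6-point qHTS titration about 60 µM downward; luminescence read.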
MBNL1-CUG inh = qHTS Assay for Inhibitors of MBNL1-poly(CUG) RNA binding; TR-FRET MBNL1-His/biotin-(CUG)12 binding, 665/545 ratio; actives 0.036% (n = 280,000); Muscleblind-like protein 1 (Homo sapiens), Q9NR56; Potency, µM (titrated, usually from 57.5 µM), without a hit: at the top dose activity change, negative = inhibition, actives largely listed as inhibitors; active means well fitted inhibition curve with a large enough effect in the signal ratio, with a control signal flat, not every such curve was filed as active; inconclusive means small, poorly fitted or top-dose-only effect, or effect the other way, or a change in a side signal; inactive means no such curve, though single readings can be large or run the other way; the % refers to the signal ratio; further: on the % scale 0 is the no-effect control and ±100 the full control effect
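MBNL1-His + Biotin-(CUG)12, cpd titration 92 nM–58 uM; Tb anti-His Ab 0.055 ng/ul, SA-XL665 5 nM (final); 60 min RT; ratiometric 665/545 nm, Ex 340 nm; normalized to buffer and full-complex controls.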
CXXC DNA block = qHTS Fluorescence Polarization Assay for Inhibitors of MLL CXXC domain - DNA interaction; Potency, µM (series often up to 115 µM), inactives show at the highest dose activity change, negative = inhibition, most hits filed as inhibitors; MLL-CXXC / FITC-HOXA9 DNA fluorescence polarization; AID 2662, 2010; Histone-lysine N-methyltransferase 2A (Homo sapiens), Q03164; actives 0.037% (n = 290,000); active means well fitted inhibition curve with a large enough effect in the polarisation, with a control signal flat, not every such curve was filed as active; inconclusive means small, poorly fitted or top-dose-only effect, or effect the other way, or a change in a side signal; inactive means no such curve, though single readings can be large or run the other way; the % refers to the polarisation
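Purified MLL-CXXC (added from a 7 uM solution) was preincubated 5 min at ambient with pinned compounds in 50 mM Tris-HCl pH 7.5, 50 mM NaCl, 1 mM DTT, 0.05% BSA. Fluorescein-labeled HOX-A9 DNA (50 nM solution) followed, 30 min, then polarization read.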
Rab9 prom act = qHTS Assay for Rab9 Promoter Activators; actives 2.8% (n = 320,000); AID 485297, 2010; Potency, µM (highest dose often 9.22 µM), inactives show top-dose activation, negative = inhibition, actives largely listed as activators; Huh7 Rab9 promoter-luciferase reporter, luminescence, 24 h; further: % of control where 0% means no effect; nearly all actives have a fitted effect of over 60% in size
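Cell-based reporter: Huh7 stable for Rab9 promoter-driven luciferase, plated in reduced-serum medium with 10% FBS at 1500 cells/well, compound-treated 24 h at 37 °C, luminescence read after 10 min reagent.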
uPA generation = qHTS for Inhibitors of Cell Surface uPA Generation. Potency, µM (top dose mostly 38.3 µM), for the others: top-dose activity change, negative = inhibition, usual class: inhibitors. actives 0.31% (n = 330,000). AID 540303, 2011. cell surface uPA generation assay, qHTS; active means well fitted inhibition curve with a large enough effect; inconclusive means small, poorly fitted or top-dose-only effect; inactive means no such curve, though single readings can be large or run the other way; tested in mouse RAW 264.7 cells; further: on the % scale 0 is the no-effect control and ±100 the full control effect; nearly all actives have a fitted effect of over 55% in size
NPC1 prom act = qHTS Assay for NPC1 Promoter Activators. Potency, µM (titrated, usually from 9.22 µM), inactives show at the highest dose activation, actives largely listed as activators. actives 2.4% (n = 320,000). Huh7 NPC1 promoter luciferase reporter, 24 h. AID 485313, 2010;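 further: % of control where 0% means no effect; nearly all actives have a fitted effect of over 60% in size; reporter is driven by a mutant NPC1 promoter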
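Huh7 cells stably carrying NPC1 promoter–luciferase, plated in Opti-MEM with 10% FBS for 2 h, were exposed to compound in DMSO for 24 h at 37 °C; luciferase reagent was added for 10 min and luminescence read.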
Starred values were filed as active, the others as inactive; ? = inconclusive; · = no result given; & = joins results of further samples; [ ] = remark or other dose. Unless noted, the call rests on the fitted dose curve; in most records, active means well fitted curve in the direction sought with a large enough effect; inconclusive means small, poorly fitted or top-dose-only effect, or another doubt; inactive means no such curve, though single readings can be large; an effect the other way counts as inactive or inconclusive. Potency means the concentration at half of the fitted maximal effect. A portion of the library. The share of hits here may be higher or lower than overall.

SMILES	VP16 counter	p53 reactivator	ELG1 genotoxic	BRCA1 expr act	RORg inh	FLuc modulator	MBNL1-CUG inh	CXXC DNA block	Rab9 prom act	uPA generation	NPC1 prom act
Cc1ccccc1N1CCN(C2CCCN(C(=O)Cc3c(C)noc3C)C2)CC1 (configuration not stated)	-2%	-5%	-2%	-6%	-14%	3%	-4%	5%	-3%	-10%	0%
CC(=Nc1ccc(F)cc1)c1c(O)n(C)c(=O)[nH]c1=O	9%	?	5%	-6%	-4%	0%	-23%	11%	4%	-2%	-1%
O=C1c2ccccc2C(=O)N1Cc1nc2ccccc2c(=O)n1-c1ccc(Br)cn1	-2%	-1%	4%	-14%	?	1%	3%	-4%	5%	9%	6%
CCOC(=O)c1c(-n2c(C)cc(C=C3C(=O)NC(=S)NC3=O)c2C)sc2c1CCCC2	?	-15%	-6%	-71%	13µM*	-2%	9%	?	-3%	?	-3%
CC(C)(C)c1ccc(C(=O)C2CCCN(Cc3ccon3)C2)cc1 (configuration not stated)	?	6%	15%	·	?	17µM*	0%	-2%	?	0%	?
COc1ccc(OP(=O)(Nc2ccccc2)Nc2ccccc2)cc1	7%	0%	-6%	-6%	22%	3%	-5%	0%	-4%	·	-1%
CC(=NCc1cccnc1)c1c(O)n(-c2ccccc2)c(=O)[nH]c1=O	-3%	-12%	2%	-12%	18%	0%	3%	-15%	4%	·	-9%
CC1=C2[C@H]3OC(=O)[C@@H](C)[C@@H]3CC[C@@]2(C)C=CC1=O	-8%	2%	-1%	1%	-3%	0%	·	·	2%	-17%	-3%
COC(=O)C1=C(c2ccc(-c3ccccc3)c(F)c2)C[C@@H]2CC[C@H]1N2C(=O)NCCNC(C)=O	·	-11%	-2%	-11%	·	1%	·	·	2%	8%	-2%
O=C(N/N=C1/CN2CCC1CC2)c1cc2ccccc2cc1O	13µM*	-3%	1%	-39%	3.5µM*	-13%	3%	-10%	3%	5%	1%
N#CC1=C(N)Oc2c(c(=O)oc3ccccc23)C1c1cccnc1 (configuration not stated)	-1%	-3%	-2%	9%	-4%	-11%	-23%	?	-3%	2%	-3%
COc1ccc(OC)c(-n2c(O)c(/C=C3\C(C)=Nc4ccccc43)c(=O)[nH]c2=O)c1	-3%	-1%	1%	-10%	10%	2%	-4%	-19%	-8%	6%	-1%
Cc1cccc(N2C(=O)NC(=O)/C(=C\c3cnn(-c4ccccc4)c3)C2=O)c1	13µM*	-8%	?	-4%	4%	15µM*	-15%	?	0%	6%	-2%
C1CNC2NCCNC2N1 (configuration not stated)	1%	-2%	0%	-14%	-14%	1%	-3%	5%	9%	1%	-3%
COc1cccc([C@@]2(O)CCCC[C@@H]2CN(C)C)c1	-8%&3%&4%	-4%	-2%	40%	11%&10%&0%	5%&1%	4%	10%&12%&-2%	2%&-2%	1%	1%&-5%
O=C(OCC(=O)c1ccc([N+](=O)[O-])cc1)/C(=C/c1ccc(Cl)cc1)NC(=O)c1ccccc1	-9%	5%	-2%	-19%	40%	?	?	17%	1%	-23%	0%
CCCCCCn1c(=O)c(C(=O)Nc2c(C)n(C)n(-c3ccccc3)c2=O)c(O)c2ccccc21	4%	-2%	-6%	-11%	2%	0%	6%	-4%	-14%	1%	-9%
C#CC1(O)CCC2C3CCC4=C/C(=N/OCC(=O)NCC(=O)NC(C(=O)O)C(C)C)CC[C@]4(C)C3CC[C@@]21C (some centres not stated)	2%	4%	7%	-15%	2%	0%	-7%	-5%	7%	0%	-1%
CC(=NCc1cccnc1)c1c(O)n(C2CCCCC2)c(=O)[nH]c1=O	-17%	6%	1%	-49%	6%	3%	-7%	-5%	-1%	-5%	1%
O=C(N/N=C/c1ccncc1)c1cnccn1	-1%	0%	6%	0%	14%	-8%	?	9%	0%	1%	-2%
C#CCN[C@H](C)Cc1ccccc1	·	-3%	-7%	-21%	·	4%	·	6%	8%[46.1 µM]	8%	1%[46.1 µM]
Cc1cccc(OCCn2c(=O)oc3ccc(C)cc32)c1	11%	5%	?	8.9µM*	?	19µM*	-5%	7%	?	3%	18%
C=CCn1c(O)c(C(CC)=Nc2ccc(N(CC)CC)cc2)c(=O)[nH]c1=O	?	9%	3%	-18%	2%	-2%	3%	0%	-11%	4%	0%
CCn1c(=O)cc(OCC(=O)N2CCC3(CC2)OCCO3)c2ccccc21	-4%	-10%	-1%	-27%	-27%	3%	-6%	-4%	6%	-10%	2%
CCOP(=O)(Cc1cc(C(C)=O)c(C)o1)OCC	-5%	0%	0%	-1%	-1%	0%	-4%	-12%	-9%	-4%	1%
CCCCCn1c(=O)c(C(=O)NCc2ccc(Cl)cc2)c(O)c2ccccc21	13µM*	·	-10%	-19%	10µM*	-1%	-1%	-5%	1%	5%	1%
CC(=O)N1N=C(c2cccnc2)CC1c1ccccc1O (configuration not stated)	-3%	13%	1%	4%	?	2%	11%	-2%	2%	4%	-3%
Cc1ccc(S(=O)(=O)N[C@@H](CCCCN)C(=O)CCl)cc1	-21%	·	·	0%	?	·	·	11%	-1%[46.1 µM]	-18%	-15%[46.1 µM]
COc1ccc2cc1Oc1ccc(cc1)C[C@H]1c3cc(c(OC)cc3CCN1C)Oc1c(OC)c(OC)cc3c1[C@H](C2)N(C)CC3	?	11%	?	-72%&-26%	?	1%	-10%	-5%	-11%	-15%	-6%
CN(C)C(=O)Oc1ccc(Br)c2ccccc12	10%	-1%	-3%	0%	3%	-3%	20%	16%	-1%	0%	-5%
O=[N+]([O-])c1ccc(N=Nc2c(Cl)cc(O)cc2Cl)cc1	5µM*	24%	8%	-69%	?	2.7µM*	?	?	-46%[inhibitor]	?	-39%[inhibitor]
Cc1ccc(C)c(Cn2c(C(=O)O)c(C=O)c3ccccc32)c1	2%	-2%	-1%	-26%	31%	?	-19%	?	0%	0%	-2%
CN1CCc2nc(SC(C(=O)O)c3ccccc3)c(C#N)c(-c3cccs3)c2C1 (configuration not stated)	-3%	-1%	0%	-20%	20%	?	?	14%	-3%	-6%	22%
COc1nc(NCC2CCCO2)nc(N2CC3CC(C2)c2cccc(=O)n2C3)n1 (configuration not stated)	-6%	7%	6%	-4%	-12%	-1%	1%	1%	-2%	21%	2%
CCOC(=O)c1ccc(NC(=O)N2C[C@@H]3C[C@@H](C2)c2cccc(=O)n2C3)cc1	1%	2%	0%	-13%	-26%	-2%	11%	-8%	0%	-2%	-1%
COc1cc(/C=C/[N+](=O)[O-])ccc1O	3.2µM*	-23%	-18%	-23%	4.5µM*	?	11%	-5%	1%	?	-6%
O=C1NC(=O)C(=C/C=C/c2coc3ccc(Br)cc3c2=O)C(=O)N1	2%	0%	2%	·	25%	-2%	4%	?	-8%	·	-5%
O=C1NC(=O)C(CCc2ccncc2)(CCc2ccncc2)C(=O)N1CCc1ccc(F)cc1	-4%	0%	-4%	-14%	-1%	2%	4%	-8%	0%	0%	-1%
CCN1C(=O)NC(=O)/C(=C\c2cn(CC(=O)N3CCCC3)c3ccccc23)C1=O	-14%	-10%	15%	-19%	9%	-6%	1%	-9%	-1%	-1%	-3%

Assay outcomes from PubChem BioAssay.
